CRFR2-BP ag – agonists of human CRF-binding protein/CRF-R2 receptor complex; HEK293 CRF-R2/CRF-BP, calcium dye fluorescence (FLIPR); percent of saturating CRF peptide response; activation, % at 13.2 µM; 350,000 compounds, 0.46% hits;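 active means activation of at least 50%, plus an integration ratio under a set limit after plate pattern correction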;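 further: plate controls were neutral control wells without compound for no effect and CRF at EC100 for full effect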
PHOSPHO1 block – PHOSPHO1 (human) inhibition; Q8TCT1; recombinant PHOSPHO1, absorbance phosphatase assay; inhibition, % at 13.3 µM; 290,000 compounds, 1.1% hits; in the data active means inhibition above about 60%
IDE inh – inhibits human insulin-degrading enzyme in HEK cells. P14735. FAbetaB cleavage, fluorescence polarization. inhibition, % at 5.59 µM. 320,000 compounds, 0.41% hits. AID 434962;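 active means percent inhibition above the average of all tested compounds plus 3 SD, set per screening campaign, cut at about 16% in these data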;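 further: IDE supplied by intact live HEK cells; FP after avidin binding of uncleaved biotin substrate so inhibition keeps polarization high; 0% = DMSO wells and 100% = 60 µM reference IDE inhibitor Ii1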
CHRM4 PAM – CHRM4 positive allosteric modulation; P08173; CHO-K1 hM4/Gqi5, Fluo-8 calcium fluorescence, ACh EC20; 0% = ACh EC20, 100% = maximal ACh; AID 624126; 360,000 compounds, 0.4% hits; activation, % at 3 µM;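 active means activation above its plate's cutoff, the mean activation of sample wells plus 3 SD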; further: some results filed as inactive read as strong as hits
IDE cell activ – IDE (human) activation, cell-based. activation, % at 5.96 µM. HEK cells, FAbeta-B cleavage, fluorescence polarization; 0% vehicle, 100% cell-free pure enzyme wells. P14735. 340,000 compounds, 0.073% hits;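 active means activation above the mean of all tested compounds plus 3 SD, set per screening campaign, cut at about 17% in these data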
CRFBP-R2 block – CRF-BP/CRF-R2 complex antagonism; HEK293 CRF-R2/CRF-BP, CRF-induced calcium fluorescence; inhibition, % at 11.8 µM; 350,000 compounds, 0.59% hits; AID 588475;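 active means inhibition of the ligand-induced calcium signal above about 50% at the single tested concentration, limit read from the data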
GalR3 antag – blocks the human galanin receptor 3; HEK293 GalR3-CNG cAMP membrane potential fluorescence; galR3 body fused to GalR1 C-terminus; inhibition, % at 3 µM; 360,000 compounds, 0.44% hits; AID 651719;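 active means inhibition above the screen-wide average plus 3 SD, cut at about 13% in these data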;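 further: forskolin and galanin both at EC90 stimulate the cells; cAMP rise reported by CNG channel membrane potential dye signal; 0% = forskolin plus galanin with DMSO and 100% = forskolin alone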
Target sequence (O60755 1-299 limits assumed): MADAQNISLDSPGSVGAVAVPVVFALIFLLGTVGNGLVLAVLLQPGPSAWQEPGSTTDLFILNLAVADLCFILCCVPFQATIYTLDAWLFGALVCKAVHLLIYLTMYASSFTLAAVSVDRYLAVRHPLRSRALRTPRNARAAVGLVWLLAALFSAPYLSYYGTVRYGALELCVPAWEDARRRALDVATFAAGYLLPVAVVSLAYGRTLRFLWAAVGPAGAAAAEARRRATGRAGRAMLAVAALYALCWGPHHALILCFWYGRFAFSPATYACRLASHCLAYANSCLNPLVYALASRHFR
p-CIP stab down – compounds decreasing mouse p/CIP protein stability | Q05BA5 | F442A p/CIP-EGFP cells, EGFP fluorescence, 16 h | decrease of EGFP signal, % at 10 µM | 290,000 compounds, 0.01% hits;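 active means EGFP signal decrease of at least 30% at 10 µM or well 3 SD below plate mean, unless failing retest; inactive means the rest, including hits failing retest or dose response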; further: some compounds called inactive have numbers as strong as hits; many of its hits are not listed in these tables
MEKK3 PB1 HTS – modulators (inhibitors or enhancers) of MEK5 binding to human MEKK3 PB1 domain. binding response (% of control), % at 10 µM. 290,000 compounds, 1.4% hits. Q99759. bead-based flow cytometry, Alexa488-MEK5 binding to MEKK3; actives lie on both sides; 0 = blocked by unlabeled MEK5, 100 = vehicle. AID 1529;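 active means binding response more than 3 SD above or below the average of its plate-row segment, actives on both sides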;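 further: Alexa488 bead fluorescence after subtracting the streptavidin-only scavenger bead signal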
Target sequence (Q99759 whole entry, looked up, the tested form may be a part): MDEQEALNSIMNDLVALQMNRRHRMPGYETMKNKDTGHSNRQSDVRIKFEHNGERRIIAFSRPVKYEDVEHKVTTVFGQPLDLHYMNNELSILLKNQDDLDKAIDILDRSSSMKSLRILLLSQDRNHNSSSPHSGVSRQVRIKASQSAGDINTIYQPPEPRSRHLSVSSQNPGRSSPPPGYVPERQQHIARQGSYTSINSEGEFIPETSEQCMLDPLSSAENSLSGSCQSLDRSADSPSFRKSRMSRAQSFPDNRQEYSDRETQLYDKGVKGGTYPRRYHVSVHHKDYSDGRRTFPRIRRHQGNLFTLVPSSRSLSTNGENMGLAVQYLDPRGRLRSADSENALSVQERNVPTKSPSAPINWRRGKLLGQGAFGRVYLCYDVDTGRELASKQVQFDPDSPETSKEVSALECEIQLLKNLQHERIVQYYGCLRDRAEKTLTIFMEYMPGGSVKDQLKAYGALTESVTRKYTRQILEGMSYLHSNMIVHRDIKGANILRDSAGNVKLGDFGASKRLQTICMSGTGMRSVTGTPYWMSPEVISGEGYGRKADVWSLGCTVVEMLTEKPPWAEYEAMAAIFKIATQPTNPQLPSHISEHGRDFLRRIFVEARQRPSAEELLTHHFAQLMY
Active calls of the source: *; x = no result given.

SMILES	CRFR2-BP ag	PHOSPHO1 block	IDE inh	CHRM4 PAM	IDE cell activ	CRFBP-R2 block	GalR3 antag	p-CIP stab down	MEKK3 PB1 HTS
CCc1cc(C(=O)N2CCCc3ccccc32)sc1C	-1.1	4	3	-5	-2	5	-4	-12	106
CC(=O)NC(Cc1c[nH]c2ccccc12)C(=O)N/N=C/c1ccccc1 (centres undefined)	-2.4	-1	1	9	-1	-4	-7	0	97
COC(=O)c1c(S(C)(=O)=O)nc(-c2ccccc2)[nH]c1=O	-0.8	8	5	-2	3	33	0	-8	98
COC(=O)[C@@]12CCCCN1[C@H](c1ccc(-c3cccc(Cl)c3)cc1)[C@H]1C(=O)N(C)C(=O)[C@H]12	2.6	x	-3	-4	3	10	-3	x	x
Cc1nonc1-c1csc(N)n1	-1.1	28	-2	10	1	-2	-4	4	100
Cc1ccc2nc(NC(=O)Cn3nc(C)c([N+](=O)[O-])c3C)sc2c1	8.2	10	-3	3	3	-49	-2	2	98
CCOC(=O)CNC(=O)C(CC(N)=O)NC(=O)OC(C)(C)C (centres undefined)	-1.6	33	5	4	x	-5	0	-10	101
COc1ccccc1N1CCN(C(=O)CCc2c[nH]c3ccccc23)CC1	-0.1	24	8	0	-1	-14	-5	-10	107
Cc1cc(C(=O)Nc2sccc2C(N)=O)c(C)o1	2.4	x	9	-1	2	18	-7	x	x
O=C(OC(C(=O)c1c[nH]c2ccccc12)c1ccccc1)c1cnccn1 (centres undefined)	1.3	38	5	-2	4	-11	-4	-7	102
S=C(NCCCN1CCOCC1)NC1CCCC1	1.6	48	0	3	1	-14	-1	-1	92
COc1ccc(C(=O)Nc2ccc(S(=O)(=O)N3CCN(C)CC3)cc2)cc1	-4.7	x	2	-12	6	-8	-4	x	x
COCCNC(=O)[C@@H]1CCCN1C(=O)C1CCN(S(=O)(=O)c2ccc(C)cc2)CC1	5.8	7	3	-4	7	-23	-5	0	104
COc1ccccc1NC(C)=[N+](C)CCNS(=O)(=O)c1ccc(Cl)cc1	-0.1	10	7	-1	1	5	-3	4	101
CCOC(=O)N1CCN(S(=O)(=O)N2CCCC(C(=O)NCc3ccccc3Cl)C2)CC1 (centres undefined)	0.1	22	3	-3	1	7	5	-9	99
COc1ccc([C@H]2CC(=O)C=C(c3cccc(Cl)c3)C2)cc1	-0.1	x	5	0	1	-6	-5	x	x
O=C(CCCn1cnc([N+](=O)[O-])n1)Nc1cc(Cl)ccc1O	2.9	-13	-1	-5	3	-31	-4	8	109
CCOc1ccc(-c2c(C(=O)N/N=C(\C)c3ccco3)nnn2-c2nonc2N)cc1	-0.6	20	6	-3	0	-32	-8	-10	100
COc1cccc(OC)c1C(=O)Nc1ccc(Br)c(C(=O)c2ccccc2)c1	0.8	22	5	-8	4	-6	0	-8	98
NCCCCCC(=O)Nc1ccncc1	-2.8	13	9	2	-3	2	-6	6	104
O=C(COc1cc2oc(=O)cc(-c3ccccc3)c2cc1Cl)NCC1CCC(C(=O)O)CC1 (centres undefined)	-1.1	29	-9	-2	4	-2	-2	-4	100
O=C(/C=C/c1ccccc1)Nc1cccc(C(=O)NC2CC2)c1	-1.5	x	x	-4	3	12	-7	x	x
O=C(NCc1ccccc1)C(c1ccco1)N(C(=O)c1cnccn1)c1ccc(F)cc1 (centres undefined)	-4.7	3	0	9	0	18	-2	-1	x
Cn1ccc(NC(=O)Nc2cccc([N+](=O)[O-])c2)n1	7.6	18	7	-7	x	-6	2	-1	93
CC(=O)c1ccc(NC(=O)N[C@@H](CC(C)C)C(=O)O)cc1	1.2	9	-4	-2	-6	2	-1	-3	96
COc1ccc(S(=O)(=O)N(C)C[C@@H]2Oc3c(NS(=O)(=O)c4cn(C)cn4)cccc3C(=O)N([C@@H](C)CO)C[C@@H]2C)cc1	-0.2	x	4	11	4	0	-1	x	x
C[C@@]12C(=O)N(c3ccc(C(F)(F)F)cc3)C(=O)N1[C@@H]1c3ccccc3OC[C@@H]1[C@H]2c1ccccc1	2.7	-7	-2	-2	2	1	x	-9	104
Cc1nc(C/C(=N\N)c2ccc(O)cc2O)cs1	-1.7	-2	6	10	-2	8	8	-15	93
C[C@H]1CN(S(=O)(=O)c2c(F)cccc2F)CCN1S(=O)(=O)c1ccc2c(c1)OCCO2	11	x	2	-3	3	5	-3	x	x
Cc1ccc(NC(=O)c2ccc(OCC3CCCO3)cc2)nc1 (centres undefined)	0.8	x	-7	4	0	9	-1	x	x
CCN(CC)C(=O)c1oc2ccc(S(=O)(=O)N3CCCCCC3)cc2c1C	0.8	1	5	-6	3	12	-7	-7	105
O=C(CN1CCCCC1)Nc1cc(Cl)ccc1Oc1ccccc1	5.5	-11	2	-5	-1	-10	-2	4	110
Cc1ccc(OCC(=O)Nc2ccc(N3CCN(C(=O)c4ccco4)CC3)cc2)cc1	-3.4	36	4	-1	-8	3	-3	-6	95
COCCNc1nc(SCc2ccccc2)nc2sc3c(c12)CCC3	0.1	19	8	-7	1	-4	-4	-1	106
Cc1ccc(NC(=O)CCNS(=O)(=O)c2ccc3c(c2)CCC(=O)N3)cc1	-0.5	45	7	4	-5	-4	-1	11	101
Cc1onc(-c2c(Cl)cccc2Cl)c1NC(=O)NC1CCSC1 (centres undefined)	-1.4	7	-3	-3	x	3	-4	-4	99

Fetched one by one from the list above, four records:
SMILES	CRFR2-BP ag	PHOSPHO1 block	IDE inh	CHRM4 PAM	IDE cell activ	CRFBP-R2 block	GalR3 antag	p-CIP stab down	MEKK3 PB1 HTS
Cc1ccc(NC(=O)CCNS(=O)(=O)c2ccc3c(c2)CCC(=O)N3)cc1	-0.5	45	7	4	-5	-4	-1	11	101
C[C@@]12C(=O)N(c3ccc(C(F)(F)F)cc3)C(=O)N1[C@@H]1c3ccccc3OC[C@@H]1[C@H]2c1ccccc1	2.7	-7	-2	-2	2	1	x	-9	104
Cc1ccc(OCC(=O)Nc2ccc(N3CCN(C(=O)c4ccco4)CC3)cc2)cc1	-3.4	36	4	-1	-8	3	-3	-6	95
COCCNc1nc(SCc2ccccc2)nc2sc3c(c12)CCC3	0.1	19	8	-7	1	-4	-4	-1	106

Other records
SMILES	CRFR2-BP ag	PHOSPHO1 block	IDE inh	CHRM4 PAM	IDE cell activ	CRFBP-R2 block	GalR3 antag	p-CIP stab down	MEKK3 PB1 HTS
O=C(NCc1cccnc1)c1cccs1	0.1	19	-3	0	1	-2	0	-4	103
COc1cccc(C(=O)Nc2cccc3cccnc23)c1OC	-0.2	20	4	-2	1	0	x	4	103
Cc1ccc(Cn2nc(C)c(NC(=O)c3noc4c3CCCCC4)c2C)cc1	0.5	-11	2	-7	2	-9	-6	-4	100
CC1=NNC(=O)C1CCC(=O)N/N=C(/C)c1ccc([N+](=O)[O-])cc1 (centres undefined)	0.1	2	4	6	8	7	-1	8	101
CCN(CC)S(=O)(=O)c1ccc2oc(C(=O)NCCN3CCOCC3)c(C)c2c1	-0.8	24	-4	5	0	-11	-6	-5	98
O=C(Nc1ccccc1F)c1ccc(CSc2ncccn2)cc1	-0.1	18	-2	-4	5	16	3	-1	100
O=C(CCNC(=O)c1ccc(Br)cc1)NC1CCCCCC1	-6.3	x	-4	10	-1	-10	0	x	x
CC1=C(C(=O)Nc2cccc(C)c2C)C(c2cccs2)NC(=S)N1 (centres undefined)	-0.8	18	6	14	1	0	1	2	107
Cn1cc(S(=O)(=O)Nc2ccc(F)c(Cl)c2)c(=O)n(C)c1=O	-2.7	0	2	6	2	1	x	-12	99
C=CCOc1cccc(/C=C2\C(=O)N(Cc3ccc(C)cc3)C(C)=C2C(=O)OC)c1	7.8	-4	-4	11	-3	-27	1	-6	123
NS(=O)(=O)c1ccc(O)c(NC(=O)c2ccc([N+](=O)[O-])o2)c1	-1.4	-50	10	1	0	7	-3	-13	102
CC1=NN(C(=O)c2ccccc2Br)C(O)(c2cccnc2)C1 (centres undefined)	0.9	23	-3	-9	5	-25	-4	1	102
O=C(NC1CCN(Cc2ccccc2)CC1)c1c(F)cccc1F	-0.8	2	3	-2	4	9	-3	6	106
COc1ccc(-c2cc(-c3ccc(Cl)cc3)c(C#N)c(SCC(=O)O)n2)cc1	0.2	14	6	0	5	23	-8	-12	99
CCN(c1ccccc1)S(=O)(=O)c1cccc(C(=O)N2CCN(S(=O)(=O)c3ccccc3)CC2)c1	1.5	27	0	-11	6	11	-5	-18	97
CCCOC(=O)c1ccc(NC(=O)C(=O)NCC2CCCO2)cc1 (centres undefined)	0.2	-12	-6	1	3	-14	2	-2	101
O=C(N/N=C/c1ccc(OC(=O)c2ccccc2Cl)cc1)c1ccc(O)cc1	-1.3	10	17*	-9	-14	-6	-2	-5	93
O=c1[nH]c2nc(Cl)nc(Cl)c2[nH]1	0.3	x	x	0	1	3	-3	x	x
CC(C)(C)C(=O)Nc1ccc(F)cc1[N+](=O)[O-]	5.1	-13	10	15	1	-21	-6	4	99
Cc1ccc(/C=c2/sc3nnc(-c4ccccc4Cl)n3c2=O)o1	-0.6	92*	4	1	-3	-21	-5	-6	102
CC1=C(C(=O)OCc2ccccc2)C(c2cccnc2)n2nnnc2N1 (centres undefined)	0.6	14	2	1	-2	-6	3	4	99
CCOC(=O)C1(C)NC(c2ccco2)C2C(=O)N(C)C(=O)C21 (centres undefined)	2.1	28	4	-1	3	-4	6	-8	99
O=C(CNC(=O)c1ccc(Br)o1)Nc1ncccc1O	0.1	x	1	15	2	5	-6	x	x
Cc1ccc(C(=O)NCCc2csc(C)n2)cc1	-0.1	10	3	-1	-1	11	x	-17	95
CCN1CCN(CCCNC(=O)CCc2nc(-c3ccc(OC)cc3)no2)CC1	-1.1	2	0	-3	-1	15	-4	7	103
CC(=O)Nc1cccc(Oc2ccc3c(c2)C(=O)N(CCC(=O)O)C3=O)c1	-1.9	16	4	8	0	3	-2	11	97
CCN(CC)S(=O)(=O)c1cccc(C(=O)NN2Cc3ccccc3C2=N)c1	9.5	1	3	-1	4	-8	-3	0	97
O=C(NCCC1=CCCCC1)c1ccc(CN2CCOCC2)cc1	0.2	8	8	-4	6	-5	-7	-10	99
CCc1ccc(N2C(=O)c3sc4nnc(-c5ccccc5)c(=O)n4c3C2=O)cc1	0.7	6	-10	12	6	-20	-2	-2	110
CN(CC(=O)Nc1ccc(Cl)cc1)C(=O)c1cc(-c2cccs2)nn1-c1ccccc1	-0.1	x	8	4	5	4	-5	x	x
O=S(=O)(NCCOc1cccc2cccnc12)c1ccc(F)cc1	-0.3	15	-1	-1	3	5	-9	4	86
COc1cccc(CN(C)C(=S)Nc2cccc(C)c2)c1	-0.4	-13	4	-6	4	11	0	5	97
Cc1ccc(C2NC(=O)NC(O)(C(F)(F)F)C2C(=O)c2ccccc2)o1 (centres undefined)	-1.7	-2	-3	-1	7	-4	-4	4	116
COc1ccc(Cl)cc1NS(=O)(=O)c1ccc2c(c1)NC(=O)CCS2	3.3	45	-7	-1	3	-4	-8	13	95
O=C(NC1CCCCCC1)c1ccc(S(=O)(=O)NCc2ccco2)cc1	-6.0	7	3	0	2	9	-6	3	100
Cc1ccccc1OCc1nc2ccccc2c(=O)n1/N=C/c1ccco1	0.9	-12	4	-1	-4	2	0	7	91
CC(=O)Nc1ccc(OCC(=O)c2cc(C)ccc2C)cc1	-1.0	-2	-1	19*	3	-2	-1	10	94
Cc1ccccc1NC(=O)c1ccc(C)c(S(=O)(=O)N2CCN(C)CC2)c1	2.6	24	x	-7	1	10	-10	4	109
CCC1(c2ccccc2)C(=O)N=C(N)N(C#N)C1=O (centres undefined)	-0.7	x	x	-1	-2	-7	-2	x	x
CCC(=NCCc1c(C)[nH]c2ccc(C)cc12)C1=C(O)CC(c2ccccc2)CC1=O (centres undefined)	0.2	-12	8	-2	-3	10	-1	3	101
